Screening data as filed in PubChem.
CAL PDZ FP-1: CAL PDZ peptide-binding inhibitors, primary screen, biochemical, fluorescence polarization, Cer-tagged CAL PDZ, HTS; purified CAL PDZ, TMR-peptide fluorescence polarization, 1 h; AID 504414, 2011; Golgi-associated PDZ and coiled-coil motif-containing protein (Homo sapiens), Q9HD26; 330,000 tested, 0.02% active; inhibition, % at 20 µM;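 active means highest replicate inhibition of at least 40%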;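 further: plate controls were DMSO neutral control wells for no effect and unlabeled competitor peptide control wells for full effect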
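Test system: tagged CAL PDZ domain / Buffer or medium: sodium phosphate/NaCl buffer pH 7.4 with TCEP, IgG, Thesit / Reagent: TMR-labelled reporter peptide T*-PRC34 bound in PDZ groove / Compound dosing: single point, 20 µM / Schedule: 1 h incubation at room temperature before polarization reading / Technique: fluorescence polarization (mP) / Benchmarks: unlabelled peptide, DMSO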
SR-BI DiI-HDL act: activators of SR-BI mediated DiI-HDL uptake, primary screen, ldlA[mSR-BI] CHO cells, DiI fluorescence; 320,000 tested, 0.096% active; 3 h; 100 = double the neutral-control signal; activation, % at 12.5 µM;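 active means mean replicate activation of at least 60% and every replicate at or above 60%; inconclusive means mean or all-replicate condition met, but not both; inactive means mean below 60% and not all replicates reaching 60%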;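 further: 0% = median plate neutral-control signal and 100% = twice that signal; values of inactives mirror those of a sister screen read the other way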
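Material – SR-BI-overexpressing, LDLR-lacking CHO cells · Medium – BSA-supplemented, HEPES-buffered Ham's F12, pH 7.4 · Doses – single concentration · Times – compound with DiI-HDL co-incubation, 3 h at 37 °C · Measured by – bottom-read fluorescence, 550/595 nm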
LANA DNA inh: inhibitors of KSHV C-LANA binding to DNA, primary screen, biochemical, fluorescence polarization, FAM-LBS DNA, MBP-C-LANA, single point. Kaposi's sarcoma herpesvirus LANA C-terminal domain (residues 932-1162) DNA binding. inhibition, % at 9 µM. 340,000 tested, 0.078% active. AID 504423, 2011;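 active means highest replicate inhibition at or above 60% at 9 µM, even if other replicates fall short; inactive means all replicates below 60% inhibition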;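 further: 0% = neutral control wells and 100% = 4 µM acridine orange control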
CAL PDZ FP-2: untagged CAL PDZ binding inhibitors, primary screen, biochemical, fluorescence polarization, HTS; Golgi-associated PDZ and coiled-coil motif-containing protein (Homo sapiens), Q9HD26; purified CAL PDZ, TMR-peptide fluorescence polarization, 1 h; inhibition, % at 24.9 µM; 300,000 tested, 0.92% active; AID 602252, 2012;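 active means mean inhibition of at least 30% with at least half of replicates also reaching 30%; inconclusive means no clear call, values can overlap the other calls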;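 further: 0% = DMSO neutral control and 100% = excess unlabeled competitor peptide PRC23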
Keap1 Nrf2 FP: Keap1-Nrf2 protein-protein interaction inhibitors, primary screen, biochemical, fluorescence polarization, single point; inhibition, % at 9.4 µM; 340,000 tested, 0.15% active; AID 504523, 2011; Keap1 Kelch-Nrf2 peptide fluorescence polarization, 1536-well; Kelch-like ECH-associated protein 1 (Homo sapiens), Q14145; in the data active means inhibition above about 12%; inconclusive means no clear call, values can overlap the other calls; inactive means below about 7.3%;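 further: human Keap1 Kelch domain with fluorescein labeled Nrf2 9mer peptide probe; 0% = neutral control wells and 100% = peptide positive control; higher means more block of Keap1 binding to Nrf2 peptide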
Target sequence (Q14145 whole entry, looked up, the tested form may be a part): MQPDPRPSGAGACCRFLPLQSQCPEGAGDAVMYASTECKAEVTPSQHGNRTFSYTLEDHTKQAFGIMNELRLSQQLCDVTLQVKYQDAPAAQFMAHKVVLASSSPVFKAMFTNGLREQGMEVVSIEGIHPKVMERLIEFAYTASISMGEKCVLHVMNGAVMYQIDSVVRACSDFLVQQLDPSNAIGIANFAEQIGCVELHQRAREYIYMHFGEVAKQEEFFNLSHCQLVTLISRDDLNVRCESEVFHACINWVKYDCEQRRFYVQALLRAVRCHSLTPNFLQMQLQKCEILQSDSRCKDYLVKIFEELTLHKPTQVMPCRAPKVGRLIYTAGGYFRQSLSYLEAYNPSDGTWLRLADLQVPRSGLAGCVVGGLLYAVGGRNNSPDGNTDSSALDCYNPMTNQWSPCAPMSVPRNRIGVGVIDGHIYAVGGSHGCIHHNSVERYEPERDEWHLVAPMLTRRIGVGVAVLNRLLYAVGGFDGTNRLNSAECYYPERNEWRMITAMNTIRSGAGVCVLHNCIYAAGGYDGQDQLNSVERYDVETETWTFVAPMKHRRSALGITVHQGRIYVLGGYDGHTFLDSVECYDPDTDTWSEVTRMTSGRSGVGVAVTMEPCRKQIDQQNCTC
DAGLB inh: DAGLB lipase inhibitors, primary screen, biochemical, fluorescence, HTS; 340,000 tested, 0.059% active; HEK293T DAGLB membrane lysate, EnzChek fluorogenic substrate; inhibition, % at 5.17 µM; Diacylglycerol lipase-beta (Homo sapiens), Q8NCG7; in the data active means inhibition above about 34%;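 further: 0% = enzyme with vehicle and 100% = wells lacking enzyme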
cardiac RTF act: cardiac RTF calcium sensitivity activators, primary screen, biochemical, IANBD-TnC fluorescence, EC20 calcium | IANBD-labeled TnC RTF fluorescence at EC20 calcium; 0% EC20 calcium, 100% full calcium | activation, % at 7.2 µM | 340,000 tested, 0.24% active | AID 493008, 2010;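 active means activation above the mean over all tested compounds plus 3 SD, cut at about 30% in these data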;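 further: rise in fluorescence read as greater calcium sensitivity of cardiac thin filaments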
PKA-R2B act: activators of PKA-R2B holoenzyme, primary screen, biochemical, fluorescence polarization, Cy5-IP20, human; PKA-R2B holoenzyme dissociation; R2B truncated from residue 108, S112A mutant; 0% DMSO only, 100% 113 µM cGMP; activation, % at 11.4 µM; 340,000 tested, 0.079% active; cAMP-dependent protein kinase catalytic subunit beta (Homo sapiens) + cAMP-dependent …;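 active means activation above a cutoff set at the mean over all compounds plus 3 SD, cut at about 18% in these data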;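 further: higher means more holoenzyme dissociation and a rise in polarization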
Target sequence (P31323 whole entry, looked up, other chains not shown, the tested form may be a part): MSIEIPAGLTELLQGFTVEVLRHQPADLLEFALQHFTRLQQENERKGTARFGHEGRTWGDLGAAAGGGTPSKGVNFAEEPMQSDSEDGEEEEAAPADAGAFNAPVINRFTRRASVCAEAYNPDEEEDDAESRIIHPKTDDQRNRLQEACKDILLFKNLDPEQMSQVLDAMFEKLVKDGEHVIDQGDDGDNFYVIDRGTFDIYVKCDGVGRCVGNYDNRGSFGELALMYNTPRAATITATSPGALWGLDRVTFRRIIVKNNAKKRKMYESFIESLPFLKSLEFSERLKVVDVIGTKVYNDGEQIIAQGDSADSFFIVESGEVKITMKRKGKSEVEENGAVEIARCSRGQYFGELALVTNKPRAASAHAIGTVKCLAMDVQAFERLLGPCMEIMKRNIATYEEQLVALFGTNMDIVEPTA
Cardiac RTF inh: cardiac RTF calcium sensitivity inhibitors, primary screen, biochemical, IANBD-TnC fluorescence, EC70 calcium. IANBD-labeled cardiac RTF, Ca2+ fluorescence. inhibition, % at 7.15 µM. Troponin I, cardiac muscle (Homo sapiens) + Troponin T, cardiac muscle (Homo sapiens) + …. 340,000 tested, 0.12% active. AID 493244, 2011;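 active means inhibition above the mean inhibition of all tested compounds plus 3 SD, cut at about 17% in these data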;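 further: assay run at fixed EC70 calcium of 1.6 mM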
Rtt109 HAT inh: inhibitors of C. albicans Rtt109/Vps75 HAT, primary screen, biochemical, ThioGlo CoA-SH fluorescence, plate reader | 330,000 tested, 0.16% active | inhibition, % at 34.9 µM | purified Rtt109/Vps75, 4 h | Histone acetyltransferase RTT109 (Candida albicans (strain SC5314 / ATCC MYA-2876)), … | AID 540336, 2011;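 active means inhibition of at least 50% in every replicate; inconclusive means best replicate reaches 50% inhibition but some replicates fall short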
Active calls of the source: *; i = inactive; ? = inconclusive; nt = no result given; & = joins results of further samples. An excerpt, so the mix of outcomes need not match the whole.

[1] COC(=O)c1ccc(COc2cc(C)cc3oc(=O)c4c(c23)CCCC4)o1
[2] CCOc1cc2c(cc1OCC)-n1cccc1C(c1cccc(OCC)c1O)NC2 (stereo not drawn)
[3] CCCN1CCC2(CC1)NC(CO)(CO)CO2
[4] Nc1ccc2ccc3cccc[n+]3c2c1
[5] C[C@]1(O)CC[C@H]2[C@@H]3CCC4=CC(=O)CC[C@]4(C)[C@@]3(F)[C@@H](O)C[C@@]21C
[6] CCOc1cc2c(cc1OCC)-n1cccc1C(c1ccc(OC(F)F)cc1)NC2 (stereo not drawn)
[7] N#Cc1ccccc1OCC(=O)N1CCN(CC(=O)Nc2ccc(F)cc2)CC1
[8] CN1C(=O)N(C)C(=O)C(NS(=O)(=O)c2ccc(N)cc2)(c2ccccc2)C1=O
compound no.	1	2	3	4	5	6	7	8
CAL PDZ FP-1	-2.4	-1.4	-1.2	1.1	-0.8	-1.8	-1.4	-1.9
SR-BI DiI-HDL act	-53	-9	20	19	-1	-17	2	-2
LANA DNA inh	-2.1	0.4	1.1	152*	-2.5	-2.6	1.0	-0.2
CAL PDZ FP-2	-1	-6	-3	-3	9	-2	-3	-3
Keap1 Nrf2 FP	3	-2	-5	138*	2	2	-3	0
DAGLB inh	3	-5	1	-84	-3	-5	3	-3
cardiac RTF act	8	-5	6	743*	-1	-5	-2	12
PKA-R2B act	2	0	2	4	7	-4	-14	-6
Cardiac RTF inh	-4	-1	0	i	-4	-7	-12	-6
Rtt109 HAT inh	nt	-5	11	0	15	2	-14	-2

Gathered by group: the compounds so far containing nitrogen in an aromatic ring (three)
[2] CCOc1cc2c(cc1OCC)-n1cccc1C(c1cccc(OCC)c1O)NC2 (stereo not drawn)
[4] Nc1ccc2ccc3cccc[n+]3c2c1
[6] CCOc1cc2c(cc1OCC)-n1cccc1C(c1ccc(OC(F)F)cc1)NC2 (stereo not drawn)
compound no.	2	4	6
CAL PDZ FP-1	-1.4	1.1	-1.8
SR-BI DiI-HDL act	-9	19	-17
LANA DNA inh	0.4	152*	-2.6
CAL PDZ FP-2	-6	-3	-2
Keap1 Nrf2 FP	-2	138*	2
DAGLB inh	-5	-84	-5
cardiac RTF act	-5	743*	-5
PKA-R2B act	0	4	-4
Cardiac RTF inh	-1	i	-7
Rtt109 HAT inh	-5	0	2

(more compounds)
[9] CN1CCC2(CC1)C(C#N)=C(N)NC(S)=C2C#N
[10] CCOC(=O)C(O)(c1ccc(N=c2ccccn2C)cc1)C(F)(F)F (stereo not drawn)
[11] O=C1CN(C(=O)COC(=O)Cc2ccccc2)c2ccccc2N1
[12] COC(=O)C1=C(c2c(C)noc2C)C[C@@H]2CC[C@H]1N2C(=O)NCCOc1ccccc1
[13] c1cncc(CNCCc2c[nH]c3ccccc23)c1
[14] COC(=O)C1=C(c2ccc(F)cc2F)C[C@@H]2CC[C@H]1N2C(=O)N1CCCC1
[15] CC(=O)C1CCC2C3C(N4CC4)CC4=CC(=O)CCC4(C)C3CCC12C (stereo not drawn)
[16] COc1ccc(NC2=NCCCS2)cc1OC
compound no.	9	10	11	12	13	14	15	16
CAL PDZ FP-1	-2.0&-0.4	-0.6	-3.0	0.4	0.0	0.0	-0.2	-1.4
SR-BI DiI-HDL act	4&11	nt	19	-1	1	2	-2	2
LANA DNA inh	15&18	-0.5	-0.3	-0.2	1.0	-1.2	-3.8	0.7
CAL PDZ FP-2	1&4	-3	1	0	-1	0	2	5
Keap1 Nrf2 FP	6&-5	-9	-3	-3	1	-2	-4	0
DAGLB inh	-3&-2	-1	0	-1	0	1	2	-2
cardiac RTF act	21&28	11	0	-2	-1	-3	-4	-2
PKA-R2B act	-12&-4	6	6	3	-5	-1	-9	0
Cardiac RTF inh	-27&-28	6	-7	-21	-2	-2	5	-25
Rtt109 HAT inh	-4&-13	-6	-6	3	8	-3	-7	-11

[17] Cn1c(=O)[nH]c2nncnc2c1=O
[18] N#C/C=C/C#N
[19] Cc1c(C(c2ccc(O)cc2)c2c(O)c3ccccc3oc2=O)c(=O)n(-c2ccccc2)n1C (stereo not drawn)
[20] COc1ccccc1C(=O)Nc1ccc2c(c1)CC1(C(=O)N(C)C(=O)N(C)C1=O)C1CCCN21 (stereo not drawn)
[21] Cc1ccc(OCC(=O)N2CCN(Cc3ccc4c(c3)OCO4)CC2)cc1
[22] CCS(=O)(=O)NCc1nnc2n1-c1ccc(Br)cc1C(c1ccccc1Cl)=NC2
[23] CN1CCN(Cc2cn(C)c3ccccc23)CC1CCO (stereo not drawn)
[24] COC(=O)C1=C(c2ccccc2OCc2ccccc2)C[C@@H]2CC[C@H]1N2C(=O)NCc1ccc(C(F)(F)F)cc1
compound no.	17	18	19	20	21	22	23	24
CAL PDZ FP-1	0.6	-2.2	-2.1	-2.5	nt	-0.4	-0.3	0.1
SR-BI DiI-HDL act	nt	-2	34	-14	-7	22	9	5
LANA DNA inh	-1.7	-1.2	3.8	-1.0	0.2	-0.6	-1.7	1.5
CAL PDZ FP-2	6	-7	-1	-3	-6	nt	2	-2
Keap1 Nrf2 FP	0	-3	-5	1	0	1	1	5
DAGLB inh	-3	-2	-1	1	-2	-1	-3	-33
cardiac RTF act	0	2	-3	-3	-4	-14	23	4
PKA-R2B act	-1	-7	-8	4	-4	-6	4	-16
Cardiac RTF inh	-9	3	-5	-2	8	-3	3	-4
Rtt109 HAT inh	-9	-10	5	5	3	3	7	-13

[25] CCC1(O)CCC2C3CCC4=CC(=O)CCC4C3CCC21CC (stereo not drawn)
[26] Cn1cc(C=C2C(=O)NC(=O)NC2=O)c2ccccc21
[27] Cn1c(O)c(C2=NNC(c3ccc(Cl)cc3)C2)c(=O)n(C)c1=O (stereo not drawn)
[28] C=C1C(C)C2C(Cc3ccccc3)NC(=O)C23C(OC(C)=O)C=CC(C)(O)CC(C)CC=CC3C1O (stereo not drawn)
[29] CCOP(=O)(Nc1ccc2c(c1)C(=NNC(N)=S)c1ccccc1-2)OCC
[30] O=C(NC[P+](=O)O)OCc1ccccc1
[31] COC(=O)c1ccccc1OP(=O)(c1cccc([N+](=O)[O-])c1)c1cccc([N+](=O)[O-])c1
[32] CCN(C(=O)COC(=O)C(O)(c1ccccc1)c1ccccc1)c1c(N)n(Cc2ccccc2)c(=O)[nH]c1=O
compound no.	25	26	27	28	29	30	31	32
CAL PDZ FP-1	-0.9	-0.1	-0.8	-0.5	-1.7	0.3	-0.2	-1.2
SR-BI DiI-HDL act	2	21	4	14	-28	nt	-4	-14
LANA DNA inh	1.2	10	-1.2	1.0	1.2	-0.3	1.6	-0.3
CAL PDZ FP-2	1	-1	-1	-4	-4	-2	-3	-2
Keap1 Nrf2 FP	0	6	-2	-3	-3	-6	1	3
DAGLB inh	-1	-1	5	1	3	-1	1	-1
cardiac RTF act	0	14	10	-2	2	7	-8	-5
PKA-R2B act	-6	1	-12	-1	2	2	-1	-1
Cardiac RTF inh	-2	-2	9	10	-9	-14	4	-3
Rtt109 HAT inh	-10	-8	?	4	13	-14	-3	8

[33] O=C(Cn1nc(-c2ccc(Cl)cc2)ccc1=O)N1CCC2(CC1)OCCO2
[34] O=C(N1CCCCCC1)N1CC1
[35] Cc1nn(Cc2ccccc2)c(C)c1C(=O)O
[36] CCOC(=O)C1SC2(C(F)F)CC1(O)c1c(c(OC)c3occc3c1OC)O2 (stereo not drawn)
[37] Fc1ccc(N2CCN(Cc3ccc4c(c3)OCO4)CC2)cc1
[38] CC1=CC(=C2C(=O)NC(=O)NC2=O)C=C(C(F)(F)F)N1C(C)C
[39] Cc1ccc(-c2nc3ccc(C)cn3c2CC(=O)N(C)C)cc1
[40] CCOCC(=O)NC1CCSC1=O (stereo not drawn)
compound no.	33	34	35	36	37	38	39	40
CAL PDZ FP-1	-2.3	0.1	-0.6	-1.7	-1.8	-0.4	-0.8	-1.2
SR-BI DiI-HDL act	15	-2	9	6	2	0	-4	-12
LANA DNA inh	0.1	nt	-0.9	-1.4	-0.7	1.9	0.5	2.0
CAL PDZ FP-2	-1	16	nt	-2	nt	-4	-7	0
Keap1 Nrf2 FP	0	5	3	-1	2	1	-7	-5
DAGLB inh	0	0	4	0	-13	-1	-1	0
cardiac RTF act	-4	-4	3	-1	-2	-7	6	6
PKA-R2B act	1	-1	-3	-10	10	12	-2	-5
Cardiac RTF inh	-8	-4	-2	12	-8	-2	-4	2
Rtt109 HAT inh	10	0	-4	nt	6	-6	0	-2

[41] Cc1c(Br)c(=O)oc2cc(OCC(=O)N3C[C@H]4C[C@@H](C3)c3cccc(=O)n3C4)ccc12
[42] COc1cccc(N=Nc2c(O)[nH]c(=S)[nH]c2=O)c1
[43] CC(Cc1ccccc1)NC(=O)CCCCC(=O)NC(C)Cc1ccccc1 (stereo not drawn)
[44] COc1ccc(Cl)cc1C(=O)C1CCCN(CCO)C1 (stereo not drawn)
[45] NC1=NC(=O)N2CC12 (stereo not drawn)
compound no.	41	42	43	44	45
CAL PDZ FP-1	-0.6	-0.4	0.9	-0.9	0.2
SR-BI DiI-HDL act	9	nt	22	19	8
LANA DNA inh	-0.7	-2.3	-0.9	-0.5	1.3
CAL PDZ FP-2	0	6	0	-4	0
Keap1 Nrf2 FP	-2	-4	4	-4	1
DAGLB inh	-2	3	1	1	-1
cardiac RTF act	2	5	3	-1	4
PKA-R2B act	1	-1	-3	-1	-9
Cardiac RTF inh	-1	-11	-2	-4	-11
Rtt109 HAT inh	5	5	1	-2	5
